# Source: PubChem BioAssay (several laboratories)
# P. falciparum M17LAP = P. falciparum M17LAP inhibitors, primary screen, biochemical, fluorogenic H-Leu-NHMec substrate, 1536-well (AID 1619) | recombinant M17LAP, H-Leu-NHMec fluorogenic kinetic assay; higher % means a stronger effect | one-dose inhibition, % at 30 µM; IC50 in µM for titrated hits | 220,000 compounds, 0.38% hits;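 active = compound inhibiting the enzyme by more than half at any dose during confirmatory dose-response retesting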;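 note: plate controls were full reaction with DMSO carrier for no effect and no enzyme background for full effect; strong numbers were not always called active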
# Yfh1-off respiration = mitochondrial function rescue without frataxin homolog – Friedreich's ataxia, plus single-dose screen, dose response (AID 1465). S. cerevisiae Yfh1-off respiration, WST-1 reduction, 72 h; higher fold induction means a stronger effect. fold induction at 50 µM; hits with a dose series show EC50 in µM. 220,000 compounds, 0.074% hits;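 active = fold induction of absorbance versus untreated yeast above a set limit, then at least 30% activation at any dose in follow-up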;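 note: activators that raise dye reduction in frataxin-depleted yeast; strong numbers were not always called active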
# Dynein transport = dynein cargo transport inhibition; 3617.4 mouse cells, GR-EGFP nuclear translocation imaging; test concentration mostly 20 µM; stimulated with dexamethasone, 1 µM; active compounds read low; z-score, hits read low; 220,000 compounds, 0.47% hits; AID 1381;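 active = plate z-score of nuclear minus cytoplasmic receptor signal below a set negative limit, without overly bright fluorescence or cell loss, cut at about -3.5 in these data, passing the limit was not always enough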;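 note: z-score of nuclear minus cytoplasmic ring GR-EGFP intensity difference per well; some compounds called inactive have numbers as strong as hits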
#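 Buffer or medium: Induction medium lacking tetracycline, stripped serum | Also added: Dexamethasone agonist, 1.0 µM final, for 30 min | Timing: 48 h induction, 1 h compound, 30 min dex at 37 °C | Detection: Formaldehyde fixation, Hoechst nuclear stain, 10x automated fluorescence imaging | Measure: Nuclear versus cytoplasmic GR-EGFP signal, averaged per well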
# MT stabilize HCS = microtubule stabilizers in HeLa cells | HeLa tubulin immunostaining HCS, 24 h; share of cells brighter than vehicle mean+2SD | % tubulin-high responders, % at 10 µM | 200,000 compounds, 0.83% hits | AID 2205;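 active = plate Z-score above 3 for both tubulin-high and condensed-nucleus cell shares, with cell loss under 80%, at 10 µM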;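 note: anti alpha tubulin signal scored within the nucleus-defined area of each cell; some results filed as inactive read as strong as hits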
# Lipid droplet = hepatic lipid droplet formation modulation | inhibition, % at 6.5 µM | AID 1656 | AML12 mouse hepatocytes, oleate lipid droplets, BODIPY imaging | 240,000 compounds, 0.4% hits;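 active = lipid droplet intensity inhibited by at least 50%, with more than 500 cells counted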
#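 Material: mouse AML12 hepatocyte cell line, fixed after treatment; Timing: compound with oleate, overnight; Technique: high-content imaging of BODIPY-stained droplets and DAPI nuclei; Probe or stimulus: oleate, 100 µM final; Dosing: compound at 6.5 µM only.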
# Autophagy HCS = modulators of autophagy; MEF GFP-LC3 puncta imaging; test concentration mostly 10 µM; calls only at 10 µM (by protocol); 190,000 compounds, 0.98% hits; AID 463193;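 active = percentage of spot-positive cells more than 3 SD above its plate mean, without a fluorescence outlier flag or 80% toxicity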;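 note: spot-positive cell cutoff set from DMSO-treated cells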
# M1AAP inhibition = malaria alanyl aminopeptidase activity blockers – biochemical, fluorogenic H-Leu-NHMec substrate, 1536-well (AID 1445). recombinant M1AAP, H-Leu-NHMec fluorogenic kinetic assay; higher % means a stronger effect. one-dose inhibition, % at 30 µM; IC50 in µM for titrated hits. 220,000 compounds, 0.42% hits;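 active = primary inhibition above the hit cutoff, then over 50% inhibition at one or more dose response concentrations, cut at about 23% in these data, passing the limit was not always enough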;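 note: plate controls were DMSO full reaction for no effect and no enzyme background for full effect; strong numbers were not always called active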
# Insulin prom up = MIN6 insulin promoter up-regulation; z-score at 5 µM; 190,000 compounds, 0.3% hits; AID 1625; MIN6 insulin promoter-GFP reporter, high-content imaging; active compounds read high;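 active = z-score above 3 at 5 µM with at least 500 cells counted in the well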
# ER stress rescue = rescue of cells from ER stress-induced death, primary screen, 384-well, CSM14.1, thapsigargin, ATP luminescence (AID 1222); CSM14.1 thapsigargin-induced death rescue, ATP luminescence; higher % means a stronger effect; cellular ATP content (survival), % at 20 µM; hits with a dose series show EC50 in µM; 190,000 tested, under 10 active;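 active = EC50 below 50 µM in the dose-response confirmation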;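 note: death triggered by thapsigargin at about 15 µM added after 2 h compound pretreatment; cell ATP read after overnight thapsigargin exposure of roughly 18 to 22 hours; normalized against plate controls of thapsigargin alone and 5% DMSO vehicle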
# Dynein transport cytoplasmic EGFP = recorded beside Dynein transport, whose call it bears; z-score; measured here: cytoplasmic GR-EGFP intensity; active compounds read high
# Dynein transport nuclear GR-EGFP = also measured in Dynein transport; calls as there; z-score; measured here: nuclear GR-EGFP intensity;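 lower value marks the stronger effect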
# Dynein transport cell count = further read-out of Dynein transport, marked with its call; z-score; measured here: cell count per field
# Insulin prom up cell count = recorded beside Insulin prom up, whose call it bears; cell count; measured here: cytotoxicity, nuclei count;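 total cells summed across four imaged fields per well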
# Lipid droplet cells 6.5 µM = second read-out of Lipid droplet, no call of its own (marks repeat the call); cell count; measured here: cell count, cytotoxicity flag;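 cells counted across two imaged fields per well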
# MT stabilize HCS Hoechst-high % = further read-out of MT stabilize HCS, marked with its call; % Hoechst-high responders; measured here: nuclear condensation Hoechst responders;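 share of cells brighter than vehicle mean plus two SD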
# MT stabilize HCS cytotoxicity % = also measured in MT stabilize HCS; calls as there; toxicity, %; measured here: cytotoxicity by cell density;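 0% = mean cell density of plate MIN control wells and 100% = no cells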
# Autophagy HCS cell loss 18 h = further read-out of Autophagy HCS, marked with its call; toxicity, %; measured here: cell loss, nuclei count;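 cell loss after 18 h compound exposure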
# The depositor's hits bear a star; i = inactive; nt = no result given.
SMILES,P. falciparum M17LAP,Yfh1-off respiration,Dynein transport,Dynein transport cytoplasmic EGFP,Dynein transport nuclear GR-EGFP,Dynein transport cell count,MT stabilize HCS,MT stabilize HCS Hoechst-high %,MT stabilize HCS cytotoxicity %,Lipid droplet,Lipid droplet cells 6.5 µM,Autophagy HCS,Autophagy HCS cell loss 18 h,M1AAP inhibition,Insulin prom up,Insulin prom up cell count,ER stress rescue
NC(=S)N/N=C/c1ccc(C(F)(F)F)cc1,19%,i,0.43,-0.092,0.12,-0.019,4.4,5.5,23,9,591,i,11,3%,0.47,1013,-4.6%
COC(=O)N/N=C/c1cc([N+](=O)[O-])cc(Br)c1O,-27%,i,-1.5,-0.25,-1,0.81,3.9,2.7,6.9,15,519,i,6,20%,0.94,1331,5.9%
O=S(=O)(c1ccc(N2CC=C(c3ccccc3)CC2)nc1)N1CCCC1,5%,i,-1.2,0.14,-0.091,1.4,3.3,2.5,3.1,2,770,i,9,15%,-0.82,1301,-2.0%
O=C(COc1ccc2ccccc2c1)NN1C(=O)c2ccccc2C1=O,1%,i,-0.01,-0.25,0.22,0.3,1.8,1.2,8.6,17,694,i,-3,-1%,0.02,1447,7.2%
CN1CCN(Cc2ccc(-c3ccc(Cl)cc3)o2)CC1,13%,i,2.9,0.17,1.6,-1.9,5.9,4.4,8.2,9,752,i,0,8%,-1,1213,5.2%
CC1=NN(c2ccccc2)C(=O)/C1=C/N(C)C,4%,i,-1.2,-0.29,-0.78,1.1,nt,nt,nt,25,703,nt,nt,8%,-0.28,1317,nt
CCC(=O)n1nc(-c2cccnc2)nc1NCc1cccs1,9%,i,-1.4,-0.32,-0.46,0.73,2.0,3.6,4.5,11,695,i,36,3%,1.8,1281,0.6%
Cc1cccc(CSc2nnc(-c3ccccn3)n2N)c1,-5%,i,-0.59,-0.34,-0.32,-0.18,5.7,3.0,2.6,nt,nt,i,-10,-2%,0.21,1252,-1.5%
CCn1c(SCC(=O)OC2CCCCC2)nnc1-c1ccncc1,2%,i,2.7,-0.12,1.7,-1.9,1.9,1.2,1.7,nt,nt,i,11,7%,nt,nt,0.3%
CCOC(=O)c1ccc(NC(=O)c2cn(CCC#N)nc2-c2ccc3c(c2)OCCO3)cc1,7%,i,0.42,-0.27,0.3,-0.01,6.0,1.8,6.5,6,667,i,4,0%,-0.27,1436,-2.8%
Cc1cccn2c(=O)c(/C=N/O)c(Nc3ccccc3F)nc12,4%,i,-0.58,-0.21,0.54,0.22,nt,nt,nt,nt,nt,nt,nt,7%,-0.89,1066,nt
CC12CCC(C/C1=N/NC(=O)COc1ccccc1Cl)C2(C)C (centres undefined),-1%,i,0.95,-0.25,0.82,-0.61,4.4,2.9,8.2,-1,682,i,3,6%,0.27,1294,-0.7%
O=c1cc(-c2ccc(Cl)cc2)oc(=O)[nH]1,0%,i,0.14,-0.28,0.1,0.52,nt,nt,nt,3,728,nt,nt,-1%,-0.61,1011,nt
Cc1ccc(NC(=O)CN2C(=O)N/C(=C/c3ccco3)C2=O)cc1,38µM*,nt,-0.093,-0.18,0.46,0.25,2.2,1.9,11,nt,nt,i,-29,9%,nt,nt,-5.7%
CCOc1ccccc1NC(=S)N1CCC(NC(=O)C(C)(C)C)CC1,2%,i,0.32,-0.18,0.3,-0.28,1.1,1.6,2.7,4,689,i,-8,-5%,0.69,1343,-0.5%
C/C(=N\OCc1nc2ccccc2c(=O)n1/N=C/c1cc([N+](=O)[O-])ccc1O)c1ccccc1,20%,i,-0.32,-0.21,0.43,-0.35,nt,nt,nt,-39,615,nt,nt,17%,nt,nt,nt
COc1ccc(-n2c(SCC(=O)Nc3ncc(Cl)cc3Cl)nc3ccccc32)cc1,0%,i,0.13,-0.33,0.3,0.01,6.1,1.9,1.6,-13,736,i,27,2%,-0.21,1491,2.4%
Cc1ccc(OC(=O)c2cc(=O)c3ccccc3o2)cc1,4%,i,-0.051,-0.24,0.11,-0.15,2.7,2.1,8.0,-7,610,i,-8,6%,0.09,1348,0.5%
O=C(O)C1CSC(c2ccccc2)N1C(=O)c1ccco1 (centres undefined),11%,i,0.17,-0.25,0.13,0.26,3.4,2.7,3.1,-1,744,i,-5,-2%,-0.61,999,-1.2%
O=C1OC(/C=C/c2ccccc2)=NC/1=C/C=C/c1ccccc1,62%,i,-0.71,0.11,-0.62,0.66,4.0,3.0,6.7,19,639,i,0,7%,-0.03,1399,-1.4%
Cc1cc(C)n(-c2nnc(C)c(=O)[nH]2)n1,5%,i,0.25,-0.3,0.29,-0.87,4.2,1.6,3.5,nt,nt,i,-9,-10%,-0.6,1517,-0.2%
CC1CCc2c(sc3nc(SCC(=O)O)n(-c4ccccc4)c(=O)c23)C1 (centres undefined),13%,i,-0.2,-0.11,-0.17,-0.051,nt,nt,nt,3,778,nt,nt,0%,nt,nt,nt
CSc1sc(-c2n[nH]c(=S)n2C)c2c1C=CCC2,2%,i,-0.24,-0.034,0.41,0.24,nt,nt,nt,23,637,nt,nt,5%,0.04,1072,nt
CC(=O)c1ccc(N2CCN(CC(=O)Nc3cc(C)on3)CC2)cc1,-3%,i,0.12,0.066,0.17,0.069,1.9,2.1,3.9,-17,681,i,6,2%,-0.3,1205,-1.2%
Cc1cc(NC(=O)CCCn2nc([N+](=O)[O-])cc2C)no1,-5%,i,-1.3,-0.4,-0.69,1.7,3.5,2.3,7.9,-4,678,i,-10,-8%,-0.11,1331,1.9%
O=C1c2ccccc2C(=O)N1CC(O)CNc1ccc(Br)cc1 (centres undefined),0%,i,0.091,-0.17,0.1,-0.082,1.5,1.1,5.8,13,678,i,-6,7%,0.28,1403,-2.2%
CCC(C(=O)N1CCN(c2ccccc2OC)CC1)c1ccccc1 (centres undefined),4%,i,-0.31,-0.33,-0.4,0.23,14,30,31,-6,751,i,6,8%,0.03,993,2.2%
Oc1ccc(-c2nc3ncccn3c2Nc2ccc3c(c2)OCCO3)cc1,-6%,i,-0.45,0.026,0.087,0.65,1.2,1.7,11,-7,784,i,-3,3%,nt,nt,-1.4%
CCc1ccc(N2C(=O)CC(N3CCN(Cc4ccc5c(c4)OCO5)CC3)C2=O)cc1 (centres undefined),-5%,i,-0.75,-0.24,-1,0.85,1.6,1.7,4.1,4,686,i,4,-3%,0.13,1382,-0.1%
O=C(O)c1ccc(NC2=C/C(=N/S(=O)(=O)c3ccccc3)c3ccccc3C2=O)cc1,36%,i,-4.2*,1.5*,-2.2*,0.24*,1.7,2.2,4.5,4,715,i,17,23%,0.72,1242,-0.1%
CCCN1C(=O)/C(=C/c2c(N3CCNC(=O)C3CC(=O)OC)nc3c(C)cccn3c2=O)SC1=S (centres undefined),-5%,i,0.06,3.1,0.6,-0.23,nt,nt,nt,1,647,nt,nt,68µM*,6.5*,1291*,nt
CCC(Cc1ccccc1)NC(=O)C1CCN(S(=O)(=O)c2c(C)noc2C)CC1 (centres undefined),2%,i,-0.55,-0.24,-0.4,0.39,2.6,0.8,4.3,-1,781,i,0,-3%,-0.35,742,-1.8%
CCOC(=O)C1C(=O)CC(C)(O)C(C(=O)OCC)C1c1cccs1 (centres undefined),-3%,i,0.89,0.37,0.95,-1.1,6.6,1.0,9.7,1,795,i,10,7%,-1.1,827,2.8%
CCN(CC)c1ccc(NC(=O)CN2C(=O)CC(C)(C)S(=O)(=O)c3ccccc32)c(C)c1,20%,i,-1.1,-0.0038,-0.42,0.44,3.6,2.1,0.6,-2,662,nt,nt,13%,0.75,1553,-2.2%
Cc1ccc(NC(=O)Nc2ccc3c(c2)C(=O)OC3)cc1Cl,-8%,i,0.52,-0.022,0.9,-0.72,nt,nt,nt,-3,726,nt,nt,0%,-0.41,1115,nt
Cc1ccsc1C(=O)C1CCCN(Cc2cccn2-c2ccc(Cl)cn2)C1 (centres undefined),-4%,i,-0.24,-0.25,-0.31,0.48,3.0,2.5,4.0,-23,692,i,24,-9%,-1.6,1207,-3.5%
Fc1ccc(CNCc2cccc(Br)c2)cc1,-5%,i,1.5,0.0048,0.41,-1,2.3,2.7,13,17,694,i,-12,4%,0.27,1205,-0.6%
Nc1ccccc1C(=O)N=Nc1[nH]c(N)c2ccccc12,41%,i,-0.56,-0.3,-0.37,0.36,2.1,3.4,4.0,28,656,i,-8,14%,-1.3,1353,-4.9%
COc1cccc(N2CCN(S(=O)(=O)c3cccc4nsnc34)CC2)c1,-2%,i,1,-0.29,0.85,-0.56,3.8,1.1,6.0,7,698,i,7,-1%,0.02,1188,0.1%
Cc1cccc(-n2ccnc2SCC(=O)Nc2ccc3c(c2)OCCO3)c1,5%,i,-0.9,-0.24,-0.45,0.18,2.2,1.1,5.4,-17,620,i,-2,4%,-0.19,1808,-2.1%

# Compounds as they come. Share with any hit: about 3.5%.
